Growth percent in the NCI-60 one-dose screen (48 h, 10 µM unless noted): 100 = growth as untreated, 0 = no growth, -100 = all killed.
NCI-H322M: NCI-H322M lung cancer | actives 2.7% (n = 80,000) | AID 1794733
COLO 205: COLO 205 colon cancer. actives 7.3% (n = 79,000). AID 1794742
NCI-H23: NCI-H23 lung cancer | actives 4% (n = 80,000)
HCT-15: HCT-15 colon cancer | actives 5.2% (n = 82,000) | AID 1794746
HT29: HT29 colon cancer; actives 7.4% (n = 81,000)
NCI-H460: NCI-H460 lung cancer; actives 6.8% (n = 82,000)
NCI-H226: NCI-H226 lung cancer; actives 3.5% (n = 79,000)
SW-620: SW-620 colon cancer | actives 5.2% (n = 82,000) | AID 1794795
NCI-H522: NCI-H522 lung cancer; actives 8% (n = 78,000)
Starred values were filed as active, the others as inactive; . = not tested or not shown; & = joins results of further samples. The calls were made as follows: active = growth percent below 10; inactive = the rest.

SMILES	NCI-H322M	COLO 205	NCI-H23	HCT-15	HT29	NCI-H460	NCI-H226	SW-620	NCI-H522
O=c1cc(C2NCCc3c2[nH]c2ccccc32)c2c(ccc3ccccc32)o1 (stereo unspecified)	63	65	80	44	56	48	77	60	62
Fc1ccc(Cn2cc(CSc3nc4ccccc4s3)nn2)c(F)c1	90	104	98	104	92	102	86	98	80
COc1ccc(-c2nn(-c3cccc(Cl)c3)cc2-c2cc(-c3ccccc3)nc(N)n2)cc1	.	36	42	45	20	32	69	45	46
O=C1/C(=C/c2ccc3cccc(Cl)c3n2)SC(=S)N1CCc1ccc(O)cc1	92	107	94	86	107	99	86	95	55
CCOC(=O)c1ccc2c(c1)ncn2-c1ccc(NC(=O)Nc2cccc(C)c2)cc1	88	74	79	14	49	102	94	82	61
O=C(CCl)N1c2ccccc2Sc2ccc3ccccc3c21	66	-76*	-77*	-51*	-76*	-35*	34	-66*	-81*
CCn1cc(C(=O)O)c(=O)c2cc(F)c(N3CCN(C(C)C(=O)Nc4ccc(/C(C)=N\O)cc4)CC3)cc21 (stereo unspecified)	.	110	92	104	106	101	91	101	97
COc1ccc(N2C(=O)CC(Nc3ccc(F)cc3)C2=O)c([N+](=O)[O-])c1 (stereo unspecified)	103	97	109	94	.	.	96	106	94
Clc1ccc(-c2cc(-c3cc(-c4ccc(Cl)c(Cl)c4)n[nH]3)[nH]n2)cc1Cl	108	124	94	98	107	103	89	102	81
O=C(O)C(c1ccccc1)C1(O)CCC1 (stereo unspecified)	119	114	92	114	117	103	101	110	.
c1ccc2[nH]c(CCCCc3nc4ccccc4[nH]3)nc2c1	118	106	104	108	96	98	106	99	96
O=[N+]([O-])c1ccc2nc[nH]c2c1	102&106	107&107	92&104	102&113	94&100	104&112	108&118	105&105	105&95
CCCCC(CC)COC(=O)CSC1=C(C)C(=O)C(OC)=C(OC)C1=O (stereo unspecified)	99	121	103	90	120	104	105	101	93
O=c1[nH][n+](-c2no[n+]([O-])c2-c2ccc(F)cc2)no1	103	111	98	96	108	99	.	103	94
CCN(CC)S(=O)(=O)c1ccc(Nc2ccccc2OC)c(N)c1	101	101	93	97	160	107	87	90	86
O=[N+]([O-])c1ccc2c([N+](=O)[O-])ccc3c2c1CC3	92	108	88	102	94	46	81	92	80
Cc1c(O)n2ncnc2[nH]c1=O	95	109	99	108	103	103	103	98	95
COc1ccc(-c2nc(C#N)c(NCC(c3ccc(Cl)cc3)N3CCCCC3)o2)cc1 (stereo unspecified)	84	88	92	69	86	101	96	98	85
C=C(C)[C@@H]1CC[C@]2(C)[C@H](CC[C@@H]3[C@@H](/C(C)=C\CC=C(C)C)CC[C@]32C)[C@@]1(C)CC/C(N)=N/O	98	118	100	97	105	102	99	101	93
O=C(CCN1C(=O)/C(=C/c2ccc(O)cc2)SC1=S)Nc1ccc(O)cc1	94	108	92	95	111	101	95	100	76
Cc1c(Cl)cccc1Nc1ncccc1C(=O)O	88	118	100	128	120	102	94	131	55
O=C(O)CC1CCC1CC(=O)O (stereo unspecified)	100	111	103	110	94	109	93	100	97
CN1CCN(CC(=O)N(C)c2ccc(N=C(c3ccccc3)c3c(O)[nH]c4ccc(C#N)cc34)cc2)CC1	38	0.5*	36	65	11	21	43	16	45
O=C(O)CCCN1C(=O)/C(=C/c2ccc(Cl)cc2)SC1=S	94	119	97	99	116	103	98	108	93
COc1ccc2[nH]c(O)c(N=NC(=O)c3ccc(S(C)(=O)=O)cc3)c2c1	109	119	99	100	105	110	107	102	94

Brought forward from above: two entries, then new ones.
SMILES	NCI-H322M	COLO 205	NCI-H23	HCT-15	HT29	NCI-H460	NCI-H226	SW-620	NCI-H522
O=C(O)CCCN1C(=O)/C(=C/c2ccc(Cl)cc2)SC1=S	94	119	97	99	116	103	98	108	93
COc1ccc2[nH]c(O)c(N=NC(=O)c3ccc(S(C)(=O)=O)cc3)c2c1	109	119	99	100	105	110	107	102	94
O=C1c2ccccc2C(=O)N1CCl	97	105	94	98	102	99	107	100	95
O=S(=O)(O)c1ccc(N=NNc2ccc(S(=O)(=O)O)cc2)cc1	123	111	103	108	140	113	111	104	142
Cc1ccc2c(c1)C(=O)/C(=C/c1cccc(OCC(=O)c3ccc(Cl)cc3)c1)CS2	73	111	79	81	88	99	92	25	47
COc1cccc2c1C(CCCC(=O)O)CCC2 (stereo unspecified)	104	110	103	101	98	112	119	105	.
CC1(C)OC2COC3(C(=O)O)OC(C)(C)OC3C2O1 (stereo unspecified)	99	99	98	99	100	103	100	98	90
CC(=O)[C@H]1CC[C@H]2[C@@H]3CC[C@@]45O[C@@H]4C(=O)CC[C@]5(C)[C@H]3CC[C@]12C	92	104	90	70	105	100	92	96	92
O=C(c1nc2ccccc2[nH]1)C1C(c2cccs2)C2CC3CCCC[C@H]3N2[C@@]12C(=O)Nc1cc(Cl)ccc12 (stereo partly specified)	84	62	74	48	56	50	80	73	73
CCOC(=O)C1[C@@H]2C(=O)N(c3ccc(Cl)cc3)C(=O)[C@@H]2[C@H](c2cn(-c3ccccc3)nc2C)N1Cc1ccccc1 (stereo partly specified)	94	93	79	73	80	86	72	86	79
COC(=O)c1cc(C)n(-c2ccc(C)cc2)c1C	81	116	100	99	83	104	94	99	85
O=C(O)c1cc(Cl)nc(Cl)n1	105	102	103	99	110	105	102	109	107
CC(C)(CCN)[N+](=O)[O-]	99	109	101	105	107	109	99	105	75
NS(=O)(=O)c1ccc(CCNC(=O)/C=C/c2ccc(Cl)cc2)cc1	107	110	107	98	96	98	107	102	90
CNCCOC(c1ccccc1)c1ccccc1C (stereo unspecified)	103&103	114&113	106&102	109&101	109&114	107&103	106&104	97&107	105&94
O=C(Cc1nc2cc(Cl)c(Cl)cc2nc1CC(=O)c1cccnc1)c1cccnc1	78	90	88	57	72	83	77	90	59
CCOC(=O)c1c(C)nc2c(c1N)CC(=O)N2Cc1ccc(C(F)(F)F)cc1	101	96	98	97	84	101	82	97	67
O=C(O)c1cc([N+](=O)[O-])cc2ccccc12	130&116	111&102	102&101	101&111	97&105	107&104	104&98	107&104	100&102
CCOC(=O)C(CCc1ccccn1)c1ccccc1 (stereo unspecified)	121	105	103	106	109	123	100	122	99
O=S(=O)(Oc1ccc(-c2cn3ccoc3n2)cc1)c1ccc(F)cc1	98	109	102	97	100	102	87	109	94
O=C1OC(=O)C2=C1C1C=CC2O1	112	105	101	106	89	121	115	114	90
Fc1ccc(Oc2ccc(Nc3ncnc4onc(-c5ccccc5)c34)cc2)cc1	88	122	104	103	109	102	.	95	91
COc1ccc(-c2nc(C#N)c(NC3CCS(=O)(=O)C3)o2)cc1 (stereo unspecified)	96	106	101	105	97	109	111	107	94
C=C1C(=O)O[C@H]2[C@H]1CC/C(COC(=O)c1ccc(Cl)nc1)=C\CC[C@@]1(C)O[C@@H]21	68	-73*	48	-15*	-6.3*	56	-9.1*	-45*	-84*
COc1cc(C2CC(=O)Nc3c2c(C)nn3-c2ccc(Cl)nn2)cc(OC)c1O (stereo unspecified)	92	102	100	100	111	103	92	99	95
C(=NCC1CCC(CN=Cc2ccco2)CC1)c1ccco1 (stereo unspecified)	120	123	103	105	104	116	116	110	95
CCOC(=O)C1=C(C)N=C2SC=C(c3ccc(F)cc3)N2[C@H]1c1cn(-c2ccccc2)nc1-c1ccc(Cl)cc1	89	107	102	93	101	102	96	100	83
The listing continues:
SMILES	NCI-H322M	COLO 205	NCI-H23	HCT-15	HT29	NCI-H460	NCI-H226	SW-620	NCI-H522
Nc1ccc(-c2nc3cc(Oc4ccc(Oc5ccc6[nH]c(-c7ccc(N)cc7)nc6c5)cc4)ccc3[nH]2)cc1	118	75	79	100	70	95	.	98	74
O=[N+]([O-])c1cccnc1Cl	111	115	101	103	102	105	99	105	89
COc1cccc(/C=C(/C(=O)NS(=O)(=O)c2ccc(Cl)cc2Cl)c2cc(OC)c(OC)c(OC)c2)c1	94	117	98	103	102	104	84	100	96
C/C1=C\CC[C@@]2(C)O[C@H]2[C@H]2OC(=O)C(CN3CCN(CC4C(=O)O[C@H]5[C@H]4CC/C(C)=C/CC[C@@]4(C)O[C@@H]54)CC3)[C@@H]2CC1 (stereo partly specified)	99	98	99	95	104	107	99	86	33
CSc1nc2c(NCc3ccc(Cl)cc3)[nH]c(=O)nc2n1-c1ccccc1	.	107	76	92	91	96	83	100	54
CN1CCN(c2ccc(C(=O)/C=C/c3ccc(C#N)cc3)cc2)CC1	94	87	77	34	35	97	81	36	81
CC(=O)c1c(C)n(-c2ccc3c(c2)OCO3)c2c1c(-c1ccc3c(c1)OCO3)nc1ccccc12	87	107	85	75	86	97	92	88	76
Cc1cccc(N=Cc2ccc3c(c2)OCO3)c1	113	100	103	115	97	110	101	107	99
COc1ccc(-c2c[nH]c(C(=O)O)c2-c2cc(OC)c3c(c2OC)OCO3)cc1	95	102	99	103	110	102	95	103	97
CC1=CCC(C(C)C)C=C1 (stereo unspecified)	95	125	103	102	99	110	95	116	83
Cc1ccc(OCc2ccc(C(=O)Nc3nccs3)o2)cc1	105	119	103	103	106	103	100	103	89
S=C1CC(=S)NC(=S)N1	124	100	103	116	.	102	103	98	101
CCOC(=O)c1cnc2c(-c3ccccc3Br)cnn2c1	97	106	98	98	93	102	105	97	84
C=CCn1c(-c2nonc2NC(C)=O)nc2ccccc21	92	93	97	97	93	104	96	105	79
O=C(Nc1cc(C(F)(F)F)cc(C(F)(F)F)c1)Nc1ccc2oc(=O)ccc2c1	13	-12*	-0.2*	11	11	6.4*	19	19	-14*
COc1ccc(-c2nc(N3N=C(c4ccc(N5CCOCC5)cc4)CC3c3ccc(OC)c(OC)c3)nc(N3CCOCC3)c2C#N)cc1 (stereo unspecified)	106	109	.	90	101	93	98	109	87
COc1cc(C2CC(c3ccc(Nc4nc(Nc5ccc(F)cc5)nc(Nc5ccc(Cl)cc5)n4)cc3)=NN2C(C)=O)cc(OC)c1OC (stereo unspecified)	85	58	69	66	46	78	68	87	74
Nc1c(C(=O)Nc2ccccn2)sc2nc3c(cc12)CCCC3	79	49	69	27	22	25	83	40	29

Structural class, the entries above with a COOH group
SMILES	NCI-H322M	COLO 205	NCI-H23	HCT-15	HT29	NCI-H460	NCI-H226	SW-620	NCI-H522
CCn1cc(C(=O)O)c(=O)c2cc(F)c(N3CCN(C(C)C(=O)Nc4ccc(/C(C)=N\O)cc4)CC3)cc21 (stereo unspecified)	.	110	92	104	106	101	91	101	97
O=C(O)C(c1ccccc1)C1(O)CCC1 (stereo unspecified)	119	114	92	114	117	103	101	110	.
Cc1c(Cl)cccc1Nc1ncccc1C(=O)O	88	118	100	128	120	102	94	131	55
O=C(O)CC1CCC1CC(=O)O (stereo unspecified)	100	111	103	110	94	109	93	100	97
O=C(O)CCCN1C(=O)/C(=C/c2ccc(Cl)cc2)SC1=S	94	119	97	99	116	103	98	108	93
COc1cccc2c1C(CCCC(=O)O)CCC2 (stereo unspecified)	104	110	103	101	98	112	119	105	.
CC1(C)OC2COC3(C(=O)O)OC(C)(C)OC3C2O1 (stereo unspecified)	99	99	98	99	100	103	100	98	90
O=C(O)c1cc(Cl)nc(Cl)n1	105	102	103	99	110	105	102	109	107
O=C(O)c1cc([N+](=O)[O-])cc2ccccc12	130&116	111&102	102&101	101&111	97&105	107&104	104&98	107&104	100&102
COc1ccc(-c2c[nH]c(C(=O)O)c2-c2cc(OC)c3c(c2OC)OCO3)cc1	95	102	99	103	110	102	95	103	97

Screening results from PubChem BioAssay.
